D2 potentiator: D2 dopamine receptor (human) potentiation. P14416. HEK293 T-REx D2, calcium flux, EC20 dopamine potentiation. potentiation, % at 10 µM. 340,000 tested, 0.34% active;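 active = potentiation over 3 SD above the plate norm, cut at about 30% in these data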; note: 0% is about no effect
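Calcium flux readout, no-wash dye, 1 read/s. Inducible HEK293 Trex D2 line, overnight 30 C. Compound alone 180 s (agonist flags), then EC20 dopamine, another 180 s to score potentiation.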
TRHR agonist: activates the human TRH receptor | AID 493084 | activation, % at 2 µM | 360,000 tested, 0.18% active | TRHR cells, calcium flux fluo-8, FDSS agonist mode; note: 0% is about no effect
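In this calcium-flux screen, cells bearing human TRHR are dye-loaded with fluo-8, baselined for 10 cycles, then exposed to library compounds; positive kinetic calcium responses during the agonist phase mark hits, with TRH as control.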
D2 antag: D2 dopamine receptor (human) antagonism. P14416. HEK293 TREx D2 cells, calcium flux, dopamine EC80. inhibition, % at 10 µM. 340,000 tested, 2% active; in the data active = inhibition above about 30%; note: 0% is about no effect
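In this primary screen, negative modulation is detected by tracking calcium flux after an EC80 dopamine challenge in inducible HEK293 T-REx D2 cells preexposed to test compound for 180 s.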
D1 antagonist: human D1 dopamine receptor antagonism | P21728 | HEK293 TREx D1 cells, calcium flux, dopamine EC80; active compounds read low | activity change, negative = inhibition, % at 10 µM | 360,000 tested, 3.2% active | AID 504652; in the data active = activity change below about -30%; note: % is set by controls: 0 for no effect and ±100 for the full control effect
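Kinetic fluorescence of a calcium dye serves as the read-out. D1-expressing Hek293 Trex cells, induced overnight at 30 C, are exposed to compound for 180 s before an EC80 dopamine addition, then read 180 s further.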
D1 potentiator: human D1 dopamine receptor positive modulation | AID 504651 | HEK293 TREx D1 cells, calcium flux, dopamine EC20 potentiation | 360,000 tested, 0.036% active | potentiation, % at 10 µM; in the data active = potentiation above about 30%; note: 0% is about no effect
D2 agonist: D2 dopamine receptor (human) agonism; activation, % at 2 µM; 340,000 tested, 0.53% active; HEK293 T-REx D2 cells, calcium flux agonist mode; P14416;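 active = activation over 3 SD above normal in the single-dose calcium agonist read, cut at about 30% in these data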; note: 0% is about no effect
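Agonism scored from kinetic calcium signal (1 read/sec, 180 s) following compound pin transfer, after a 10 s baseline. Cells: HEK293 Trex line expressing inducible D2 receptor coupled to calcium, dye-loaded after overnight culture at 30 C.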
RXFP1 antagonist: RXFP1 (human) relaxin receptor antagonism | Q9HBX9 | HEK293-RXFP1, relaxin-stimulated cAMP HTRF, 30 min; active compounds read low | activity change, negative = inhibition, % at 57.5 µM | 350,000 tested, 0.59% active;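 active = activity change of -60% or lower, but not beyond a set lower limit; inconclusive = change between -60% and -40%, or beyond the set limit; inactive = change above -40%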; note: % is set by controls: 0 for no effect and ±100 for the full control effect
Target sequence (Q9HBX9 whole entry, looked up): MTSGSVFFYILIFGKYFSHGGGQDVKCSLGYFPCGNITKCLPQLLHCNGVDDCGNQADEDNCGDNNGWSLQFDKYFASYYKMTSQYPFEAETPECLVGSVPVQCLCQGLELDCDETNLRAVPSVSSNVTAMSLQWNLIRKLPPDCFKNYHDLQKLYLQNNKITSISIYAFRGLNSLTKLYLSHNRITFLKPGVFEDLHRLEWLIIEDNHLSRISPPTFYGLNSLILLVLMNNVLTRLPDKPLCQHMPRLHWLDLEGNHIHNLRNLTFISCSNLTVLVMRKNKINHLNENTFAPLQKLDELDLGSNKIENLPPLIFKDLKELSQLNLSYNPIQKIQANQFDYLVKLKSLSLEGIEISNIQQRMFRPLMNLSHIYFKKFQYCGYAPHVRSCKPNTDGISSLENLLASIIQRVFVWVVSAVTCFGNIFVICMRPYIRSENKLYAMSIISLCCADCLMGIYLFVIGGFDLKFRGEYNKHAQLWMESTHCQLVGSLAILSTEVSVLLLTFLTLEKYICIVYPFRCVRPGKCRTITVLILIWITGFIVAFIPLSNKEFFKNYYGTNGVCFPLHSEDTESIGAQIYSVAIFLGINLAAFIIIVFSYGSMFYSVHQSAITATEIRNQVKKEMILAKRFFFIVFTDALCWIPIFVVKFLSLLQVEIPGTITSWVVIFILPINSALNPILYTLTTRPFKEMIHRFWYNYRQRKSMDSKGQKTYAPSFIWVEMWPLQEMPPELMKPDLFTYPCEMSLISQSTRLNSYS
TRHR enhancer: TRH receptor (human) allosteric enhancement. AID 493056. enhancement, % at 2 µM. TRHR cells, fluo-8 calcium fluorescence, EC20 TRH enhancement. 360,000 tested, 0.66% active; in the data active = enhancement above about 30%; note: 0% is about no effect
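Enhancer read-out: after compound pinning and an initial kinetic agonist-mode read, an EC20 of TRH (10 nM final) was injected and fluo-8 calcium signal (Ex 480/Em 530) followed at 1 s/cycle for 100 cycles in TRHR-expressing cells.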
D1 ag: human D1 receptor agonism; P21728; HEK293 T-REx D1 cells, calcium flux, agonist mode; activation, % at 2 µM; 360,000 tested, 1% active; note: 0% is about no effect
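Agonism was scored from calcium flux recorded over 180 s (1 read/s) after pintool compound addition, following a 10-cycle baseline. Cells were inducible force-coupled HEK293 TREx D1, plated overnight at 30 C and loaded with no-wash calcium dye.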
* hit, by the source's call; ? = inconclusive; . = not tested or not shown; & = joins results of further samples. Cut-off read from the data, not from the text of the source, unless noted: active = activation above about 30%; inactive = the rest.

SMILES	D2 potentiator	TRHR agonist	D2 antag	D1 antagonist	D1 potentiator	D2 agonist	RXFP1 antagonist	TRHR enhancer	D1 ag
CN(C)c1ccc(CN(CC2CCCO2)C(=O)COc2ccc(Cl)cc2)cc1 (configuration not stated)	8	-1.5	.	-12	-2	-1.0	-15	-4	3
O=[N+]([O-])c1ccc(N2CCOCC2)c(S(=O)(=O)N2CCOCC2)c1	-7	0.2	7	5	2	0.5	-6	4	5
Cc1cc(C(=O)C(C)OC(=O)C2=NNC(=O)CC2)c(C)n1-c1ccc(OC(F)F)cc1 (configuration not stated)	-1	0.0	9	-11	-6	-1.4	7	3	7
CCOC(=O)CSc1nc(N)nc(C)c1Cl	-15	0.5	-4	10	1	0.6	-20	-6	0
O=C(NCC1CCCO1)c1cc(S(=O)(=O)N2CCOCC2)c(Cl)cc1Cl (configuration not stated)	26	0.2	-17	6	-2	0.0	1	3	1
Cc1ccc(N/C=C(\[N+](=O)[O-])S(=O)(=O)c2ccccc2)cc1	0	0.2	2	-1	-2	0.4	-6	31*	3
CCCCNC(c1ccccc1)c1ccncc1 (configuration not stated)	-5	-0.3	-5	-14	-8	0.0	14	-3	3
CCc1ccc(NC(=O)CSc2ccc(-c3ccco3)nn2)cc1	-6	-0.1	-11	0	3	-1.0	-15	-3	-3
COc1ccc(CCn2c(C)c(C(C)=O)c(C(C)=O)c2C)cc1OC	1	0.4	6	0	-2	1.3	-12	1	3
O=S(=O)(NC(=NC1CCCCC1)c1ccccc1)c1ccc(F)cc1	14	-1.0	-7	22	-3	-1.6	-23	1	3
O=C1C2CC=CCC2C(=O)N1c1ccc(Cc2ccncc2)cc1 (configuration not stated)	-1	0.7	-26	-17	-7	0.3	-8	-4	6
O=C(O)c1cccc(S(=O)(=O)N(Cc2ccccc2)c2ccc(Cl)cc2)c1	.	0.2	.	-3	-6	.	-15	9	2
CCSc1nnc(-c2ccc(OC)cc2)o1	-4	1.8	9	9	-5	-0.3	-14	-4	3
C=C1SC(Nc2c(C)cc(C)cc2C)=NC12CCCCC2	.	-1.3	.	16	-3	.	1	-5	2
CCCn1nnc2ccccc2c1=O	-6	-0.1	8	14	-8	3.2	-9	-3	2
CCOc1ccc(NC(=O)NC23CC4CC(CC(C4)C2)C3)cc1	2	0.6	16	-31*	-6	1.4	-14	9	13
CC(Oc1ccccc1)C(=O)NC1CCN(Cc2ccccc2)CC1 (configuration not stated)	-28	1.1	42*	3	-4	0.1	-3	5	0
CC1=C(C)CC(C(=O)Nc2nc(-c3ccc(F)cc3)c(C)s2)C(C(=O)O)C1 (configuration not stated)	5	-0.6	-3	-9	-2	-2.8	3	-1	0
C=CCn1c(SCC(=O)NC2CCCC2)nnc1-c1cccnc1	-2	0.0	-5	15	-4	1.5	4	0	2
C#CCOc1ccc(-c2nnc(Nc3cccc(C)c3)c3ccccc23)cc1	2	-0.1	.	-45*	-1	.	-4	-11	-1
O=C(OCCN(C1=NS(=O)(=O)c2ccccc21)c1ccccc1Cl)c1ccc(Cl)cc1	5	-0.1	-9	.	-2	0.1	-17	1	1
O=C(CCCN1CC=C(n2c(=O)[nH]c3ccccc32)CC1)c1ccc(F)cc1	-23&-27	-0.5&-0.9	81*	-71*	-3&-3	0.8&0.8	?	5&1	7&0
CC(C)COc1ccc(CSCCNC(=S)Nc2ccccc2)cc1	-4	-2.3	11	-5	-9	1.9	-6	2	6
CCOC(=O)c1cccc(NC(=O)CCn2c(-c3ccc(F)cc3)cc(C(=O)OCC)c2C)c1	1	1.1	.	-14	-4	.	-26	5	8
Cc1cccc(-c2nnc3n2N=C(c2ccccc2Br)CS3)c1	2	-1.3	1	-1	2	-1.2	-7	13	9

In a second layout: two of the compounds above.
Cc1ccc(N/C=C(\[N+](=O)[O-])S(=O)(=O)c2ccccc2)cc1
  D2 potentiator: 0 | TRHR agonist: 0.2 | D2 antag: 2 | D1 antagonist: -1 | D1 potentiator: -2 | D2 agonist: 0.4 | RXFP1 antagonist: -6 | TRHR enhancer: 31* | D1 ag: 3

CCCCNC(c1ccccc1)c1ccncc1 (configuration not stated)
  D2 potentiator: -5 | TRHR agonist: -0.3 | D2 antag: -5 | D1 antagonist: -14 | D1 potentiator: -8 | D2 agonist: 0.0 | RXFP1 antagonist: 14 | TRHR enhancer: -3 | D1 ag: 3

(listing goes on)
SMILES	D2 potentiator	TRHR agonist	D2 antag	D1 antagonist	D1 potentiator	D2 agonist	RXFP1 antagonist	TRHR enhancer	D1 ag
CCOC1=C/C(=C/c2c(N)n3nc(CC(=O)N4CCCCC4)sc3nc2=O)C=CC1=O	.	61*	.	16	2	.	-18	14	17
CC(C)NC(=O)C1CCN(C(=O)c2cnn(-c3ccccc3)c2-n2cccc2)CC1	0	0.0	.	-1	-2	0.1	.	3	-1
CC1=NN2C(=N)/C(=C\c3ccc(SCc4ccccc4)o3)C(=O)N=C2S1	1	2.3	14	-5	3	0.3	8	-2	11
CC1=C(C(=O)Nc2ccccc2Cl)C(c2cccc(O)c2)n2ncnc2N1 (configuration not stated)	-3	0.4	.	-24	-3	-0.6	.	1	2
COc1ccc(CNC(=O)C2CCN(S(=O)(=O)c3ccc4c(ccn4C)c3)CC2)cc1	-1	-0.6	.	-35*	-3	0.2	.	0	4
C=CCSC1=C(C#N)C(c2cccc(OC)c2)CC(=O)N1 (configuration not stated)	-2	-0.5	3	-7	-3	0.0	-7	1	3
O=C(Nc1ccc(Cc2ccncc2)cc1)c1ccc(S(=O)(=O)N2CCOCC2)cc1	-5	1.5	-33	-41*	-3	0.7	-2	8	16
CCN1CCN(Cc2ccc(NC(=O)c3ccc(C)c(NC(=O)c4ccnnc4)c3)cc2C(F)(F)F)CC1	15	-0.1	7	26	2	-0.4	.	-4	3
COc1ccccc1NS(=O)(=O)c1cccc(C(=O)NNC(=O)c2ccc(O)c(Cl)c2)c1	5	0.0	-2	6	-8	-0.2	-14	1	0
Cn1c(SCC(=O)N2CCOCC2)nnc1-c1ccc(NC(=O)c2ccccc2F)cc1	3	0.0	-3	-10	3	-0.9	-13	0	2
COc1cccc(CNC(=O)C2Cc3ccccc3CN2C(C)=O)c1 (configuration not stated)	9	-0.9	-14	-2	-5	-0.9	-11	3	3
COc1ccc(NC(=O)c2cc([N+](=O)[O-])ccc2N2CCCCC2)cc1	13	-0.5	11	-4	-4	-0.4	1	-5	0
O=C(Nc1c(C(=O)C2CC2)oc2ccccc12)c1ccc(Cl)cc1	14	0.8	5	-7	3	0.9	17	-3	3
CC1(C)CSC(=NCc2ccccc2)N1C(=O)c1cccc([N+](=O)[O-])c1	-24	56*	54*	-38*	-5	83*	1	-29	85*
CCCC[C@H]1COCCS(=O)(=O)N1Cc1ccccc1F	-2	-1.7	15	-1	-4	-0.9	.	-4	-1
CC(=O)c1cccc(NC(=O)C2C3C=CC(C4CC34)C2C(=O)O)c1 (configuration not stated)	6	-0.5	5	11	-5	1.1	-4	0	-1
COc1cc(C(=O)N2CCCc3ccccc32)c([N+](=O)[O-])cc1OC	14	-0.2	.	24	1	.	0	6	8
O=C(NCc1ccc(F)cc1)C1CCCN(C(=O)Nc2ccc(F)cc2)C1 (configuration not stated)	1	-0.8	-22	-86*	-2	-0.7	5	0	3
O=C(CN1CCN(CC(=O)Nc2ccccc2Cc2ccccc2)CC1)Nc1ccccc1Cl	-1	1.6	4	3	3	0.5	-4	1	1
O=[N+]([O-])c1ccc(OCn2cncn2)cc1	5	-0.4	11	-1	-4	1.2	.	0	2
Cc1c(-c2cc(C(=O)O)no2)cnn1C	14	-0.1	1	-16	1	0.1	7	1	6
Cc1cc(C)n2nc(C(=O)N/N=C/c3cn(C)nc3C)nc2n1	-1	-0.7	-6	-6	-4	0.6	3	1	2
O=C(NC(=S)Nc1nc(-c2ccc([N+](=O)[O-])cc2)cs1)c1ccco1	15	0.1	-2	11	-6	1.0	-6	0	2
O=C(CCn1c(=S)oc2ccccc21)N1CCCCC1	2	0.7	-5	2	-5	1.2	-13	-3	8
COc1ccc([N+](=O)[O-])cc1N(CC(=O)NC(C(C)C)C(C)C)S(C)(=O)=O	-4	0.3	7	12	-2	1.1	-6	0	1
COc1ccccc1C(=O)Nc1nnc(S(=O)(=O)N2CCC(C)CC2)s1	7	-0.3	4	5	-1	-0.3	1	0	0
Cc1ccc[n+](CC(=O)c2ccc(NC(=O)c3ccccc3)cc2)c1	-5	0.9	-27	34	-2	0.0	4	3	0
COCCN(C(=O)CNC(=O)c1ccco1)C(C(=O)NC1CCCCC1)c1cccc(OC)c1 (configuration not stated)	4	-0.8	4	6	-2	0.2	-6	0	1
CCn1cc(/C=N/NS(=O)(=O)c2ccc(C)cc2)c(C)n1	0	-1.1	-2	1	1	0.4	.	5	2
COc1cccc(NC(=O)CSc2nccn2C2CCCC2)c1	-3	-0.3	.	-13	0	0.3	1	-2	2

An excerpt from above in order of number of heavy atoms, high to low:
SMILES	D2 potentiator	TRHR agonist	D2 antag	D1 antagonist	D1 potentiator	D2 agonist	RXFP1 antagonist	TRHR enhancer	D1 ag
CCOC(=O)c1cccc(NC(=O)CCn2c(-c3ccc(F)cc3)cc(C(=O)OCC)c2C)c1	1	1.1	.	-14	-4	.	-26	5	8
O=C(NCC1CCCO1)c1cc(S(=O)(=O)N2CCOCC2)c(Cl)cc1Cl (configuration not stated)	26	0.2	-17	6	-2	0.0	1	3	1
COc1cccc(CNC(=O)C2Cc3ccccc3CN2C(C)=O)c1 (configuration not stated)	9	-0.9	-14	-2	-5	-0.9	-11	3	3
C=CCSC1=C(C#N)C(c2cccc(OC)c2)CC(=O)N1 (configuration not stated)	-2	-0.5	3	-7	-3	0.0	-7	1	3
CCSc1nnc(-c2ccc(OC)cc2)o1	-4	1.8	9	9	-5	-0.3	-14	-4	3

Grouped by structure: the compounds so far with two or more sulfur atoms.
SMILES	D2 potentiator	TRHR agonist	D2 antag	D1 antagonist	D1 potentiator	D2 agonist	RXFP1 antagonist	TRHR enhancer	D1 ag
CC(C)COc1ccc(CSCCNC(=S)Nc2ccccc2)cc1	-4	-2.3	11	-5	-9	1.9	-6	2	6
CC1=NN2C(=N)/C(=C\c3ccc(SCc4ccccc4)o3)C(=O)N=C2S1	1	2.3	14	-5	3	0.3	8	-2	11
O=C(NC(=S)Nc1nc(-c2ccc([N+](=O)[O-])cc2)cs1)c1ccco1	15	0.1	-2	11	-6	1.0	-6	0	2
COc1ccccc1C(=O)Nc1nnc(S(=O)(=O)N2CCC(C)CC2)s1	7	-0.3	4	5	-1	-0.3	1	0	0

High-throughput results deposited in PubChem by National Center for Advancing Translational Sciences (NCATS).
